TAG inh = reduces triacylglycerol accumulation in H9c2 cells | Nile Red lipid (TAG) fluorescence; cells loaded with 200 µM oleic acid | inhibition, % at 12.5 µM | 230,000 compounds, 0.66% hits | AID 651582;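 active means pattern-corrected inhibition of lipid staining of at least 50% with the nuclear-stain viability signal not falling by more than 50%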;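 further: 0% = DMSO wells and 100% = triacsin C control wells; some results filed as inactive read as strong as hits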
TAG inh DAPI viability = second read-out of TAG inh, no call of its own (marks repeat the call); DAPI nuclei signal change (viability), lower = more cytotoxic, %;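 whole-well DAPI fluorescence read on a plate reader as a viability signal; minus 50 percent equals half of cells still viable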
* = called active by the depositor. These rows are one share of the data, so the mix of outcomes need not match the whole.

SMILES	TAG inh	TAG inh DAPI viability
COc1ccc(C2NC(=O)NC(C)=C2[N+](=O)[O-])cc1OC (stereo not given)	6	-6
COc1ccc(NC(=O)CN2C(=O)COc3ccc(C)cc32)cc1	-11	-7
COC(C[C@@H]1O[C@@H]1[C@@H](O)[C@H](C)OCc1ccccc1)OC	-2	71
O=C(NCCc1c[nH]c2ccccc12)C(=O)Nc1ccccc1	3	-2
CCC(=O)N1CCc2cc(Br)c(S(=O)(=O)CCC(=O)NCCOC)cc21	3	-5
O=C(NCc1ccc(F)cc1)c1cc(C2CCCN(C(=O)c3ccc4c(c3)CCO4)C2)on1 (stereo not given)	9	13
COc1ccc(C(O)c2nc(-c3ccc(N(C)C)cc3)cs2)cc1 (stereo not given)	-12	-4
Cc1cccc(CSC2=NCCN2C(=O)c2ccc(Br)o2)c1	-2	-3
CCc1ccc(S(=O)(=O)Nc2ccc(C)c(NS(C)(=O)=O)c2)cc1	6	0
CN(C(=O)c1ccccc1)C1(C)CCS(=O)(=O)C1 (stereo not given)	12	-13
FC(F)(F)c1cc(-c2ccccn2)nc2cc(-c3ccccc3)nn12	19	5
Cc1noc(C)c1CSCC(=O)Nc1nc(-c2ccc(F)c(F)c2)cs1	9	5
O=C(Nc1ccc(-c2nc3ccccc3[nH]2)cc1)C1CCCN(Cc2ccn[nH]2)C1 (stereo not given)	14	17
CC(C)COC(=O)N(C)C[C@H]1OCc2cnnn2CCCC(=O)N([C@@H](C)CO)C[C@H]1C	-6	1
Cc1ccc(CN(N=Nc2nonc2N)c2nonc2N)c(C)c1	13	-7
COc1ccc(-c2cn3c(C)c(C(=O)NCc4ccc5c(c4)OCO5)sc3n2)cc1	7	-1
COc1ccc(OC)c(NC(=S)N2c3ccccc3CC2C)c1 (stereo not given)	-3	0
Cc1ccccc1C1CC(c2ccc(Br)cc2)Nc2nc(N)nn21 (stereo not given)	8	8
CC1CCCCN1C(=O)CSCC(=O)Nc1nc(-c2cccs2)cs1 (stereo not given)	37	0
COC(=O)c1ccc(CNCC(=O)Nc2ccc(C(=O)OC)cc2)cc1	0	3
CCCCN(C)C(=O)CS(=O)(=O)Cc1nc(-c2cccc(OC)c2)oc1C	2	-13
Cn1c(=O)c2cc(NC(=S)NC3CCCCC3)ccc2n1C/C=C/c1ccccc1	6	24
O=C(COC(=O)c1nc(Cl)ccc1Cl)Nc1ccc(Cl)cc1	-3	0
Cc1nn(-c2ccccc2)c(-c2ccccc2)c1C(=O)O	-20	5
CC1(C)CN(c2ccc(C(=O)c3ccccc3)cc2)C1=O	-11	3

As entered above:
Under TAG inh, FC(F)(F)c1cc(-c2ccccn2)nc2cc(-c3ccccc3)nn12 has the entry 19
Under TAG inh, CCCCN(C)C(=O)CS(=O)(=O)Cc1nc(-c2cccc(OC)c2)oc1C has the entry 2

Of the compounds above, seven contain a halogen:
SMILES	TAG inh	TAG inh DAPI viability
CCC(=O)N1CCc2cc(Br)c(S(=O)(=O)CCC(=O)NCCOC)cc21	3	-5
O=C(NCc1ccc(F)cc1)c1cc(C2CCCN(C(=O)c3ccc4c(c3)CCO4)C2)on1 (stereo not given)	9	13
Cc1cccc(CSC2=NCCN2C(=O)c2ccc(Br)o2)c1	-2	-3
FC(F)(F)c1cc(-c2ccccn2)nc2cc(-c3ccccc3)nn12	19	5
Cc1noc(C)c1CSCC(=O)Nc1nc(-c2ccc(F)c(F)c2)cs1	9	5
Cc1ccccc1C1CC(c2ccc(Br)cc2)Nc2nc(N)nn21 (stereo not given)	8	8
O=C(COC(=O)c1nc(Cl)ccc1Cl)Nc1ccc(Cl)cc1	-3	0

Following part.
SMILES	TAG inh	TAG inh DAPI viability
C[N+]1(C)CCC(=C2c3ccccc3CC(=O)c3sccc32)CC1	-5	-2
O=C(COc1ccccc1)NCC1(N2CCCCC2)CCCCC1	2	-8
CCc1ccc(N2CC(C(=O)Nc3cc(C)on3)CC2=O)cc1 (stereo not given)	3	4
CSc1ccccc1NC(=O)c1c(Br)cnn1C	-6	2
CCN(CC)CCN(C(=O)c1ccc([N+](=O)[O-])cc1)c1nc2ccc(OC)cc2s1	5	8
CC(C)C[C@H](NC(=O)[C@@H]1Cc2ccccc2CN1C(=O)OC(C)(C)C)C(=O)NCC1CCC(C(=O)O)CC1 (stereo not given in full)	-4	5
Cc1cc(NC(=O)CN2C(=O)NC(c3ccccc3)(c3ccc(C)c(C)c3)C2=O)no1 (stereo not given)	7	-10
COCCCn1c(SCC(=O)NC(C)C)nnc1-c1ccccc1	-8	7
C#CCn1c(=NC(=O)c2ccco2)sc2cccc(Cl)c21	-8	2
Cc1cccc(-n2c(=O)cc(N3CCN(c4ccc(F)cc4)CC3)[nH]c2=O)c1	-6	0
COCCn1nnnc1CN1CCSCC1	5	5
O=C(N/N=C/c1ccc(F)cc1)c1cc(-c2ccccn2)nc2ccccc12	-2	9
CC(=O)OCc1nc2sc(C)c(C)c2c(=O)[nH]1	23	-11
COc1ccc2c(c1)CCc1c(C(=O)NCc3ccc(F)cc3)noc1-2	-17	3
CCCCCCCCSC1=CC(=O)C(OC)=C(OC)C1=O	98	-80
COc1cccc(NC(=O)CNC(=O)c2ccc(F)cc2)c1	4	3
O=C(CCc1nnc(COc2ccccc2)o1)NCc1ccccc1C(F)(F)F	-1	-4
O=C(c1cccc(Cl)c1)N1CCN(Cc2c[nH]c3ccccc23)CC1	7	5
CCOC(=O)C1CCN(C(=O)c2ccc3c(=O)n4nc(Nc5ccccc5CC)sc4nc3c2)CC1	12	-3
O=C(CSc1nc2ccccc2c(=O)n1CC1CCCCC1)N1CCOCC1	-3	-2
COc1ccc(/C=C/C(=O)OCC(=O)NCc2ccccc2)cc1OC	1	-2
CSc1nc(N)nc2c1ncn2CC(=O)N[C@H](CO)Cc1c[nH]c2ccccc12	2	0
Cc1cccc(NC(=O)c2cc3ccccc3nc2C)c1	12	-6
Cn1c(SCC(=O)Nc2ccccc2[N+](=O)[O-])nnc1C(F)(F)F	6	2
Cc1ccccc1C(=O)Nc1ccc(S(=O)(=O)Nc2onc(C)c2C)cc1	-5	6

Full records, looked up by structure.
`CSc1nc(N)nc2c1ncn2CC(=O)N[C@H](CO)Cc1c[nH]c2ccccc12` reads TAG inh = 2; TAG inh DAPI viability = 0
`O=C(N/N=C/c1ccc(F)cc1)c1cc(-c2ccccn2)nc2ccccc12` reads TAG inh = -2; TAG inh DAPI viability = 9

Following part.
SMILES	TAG inh	TAG inh DAPI viability
CC(C)(C)c1ccc(C(=O)NNC(=O)c2cccc(-n3cnnn3)c2)cc1	11	1
Cc1nc(S/C(=C\c2ccc(OCc3ccccc3Cl)cc2)C(=O)O)n[nH]1	-1	2
CCCOc1ccc(C(=O)NCc2ccco2)cc1	-6	1
CC(C)C1N(C(=O)CN2CCCCC2)CCN1S(=O)(=O)c1ccccc1 (stereo not given)	-4	7
CCOc1ccc(C(C)NC(=O)C2CCCC2)cc1 (stereo not given)	9	7
CC(C)CCOc1ccc(C(=O)N2CCCC2C(=O)O)cc1 (stereo not given)	17	-8
CC(C)N1CCN(Cc2ccccc2-c2ccco2)CC1CCO (stereo not given)	8	5
CC(NC(=O)C1CCCN1S(=O)(=O)c1ccc2c(c1)n(C)c(=O)c(=O)n2C)c1ccccc1 (stereo not given)	-7	9
O=C(O)c1ccc(NCc2ccc(Br)cc2)cc1	-9	21
CC(=O)c1c(C(C)=O)c(C)n(C(c2ccccc2)c2ccccc2)c1C	-2	4
Cc1cccc(C(=O)NCCCN2CCCC2=O)c1	-17	20
Nc1ccc(OCc2ccccc2)cc1[N+](=O)[O-]	7	-3
CCN1CCN(CC(=O)N2N=C(c3ccc(OC)cc3)CC2c2ccc(OC)cc2)C(=O)C1=O (stereo not given)	-7	2
COc1cc(CCC(=O)OCC(=O)NC2CCCC(C)C2C)cc(OC)c1OC (stereo not given)	0	-9
O=C(Nc1ccc(Br)cn1)c1coc(=O)c(Br)c1	-4	1
CCN=c1scc(-c2ccccc2)n1/N=C/c1ccccn1	23	-14
Brc1ccc(OCCCCCN2CCOCC2)cc1	-2	15
CCc1ccc(C(C#N)=CC=Cc2ccccc2)cc1	8	3
CCOc1ccc(CCNC(=O)COC(=O)c2cccnc2SC)cc1OCC	36	0
COc1cccc(CN(C)S(=O)(=O)c2ccc3c(c2)OCCO3)c1	-53	5
Cc1ccc(C)c(NC(=O)c2ccc[n+](Cc3ccc([N+](=O)[O-])cc3)c2)c1	1	-5
CCOc1cc(C(=O)N2CCCC2)cc(OCC)c1OCC	-4	5
CC(C)c1nc(Cl)c(C#N)c2c1CSC(C)(C)C2	-1	4
Cc1ccc(N2C(=O)[C@@H]3C(C(=O)CN4C(=O)c5ccccc5C4=O)=NN[C@@H]3C2=O)c(C)c1	1	-3
Cn1c(Cc2nc3ccccc3n2C)nc2ccccc21	-48	7

Continuation.
SMILES	TAG inh	TAG inh DAPI viability
CC(OC(=O)CNC(=O)COc1ccccc1)C(=O)N(C)Cc1ccccc1 (stereo not given)	-6	4
CCOCC(=O)Nc1nnc(SCCOC)s1	12	-15
CC1CCCCC1NC(=O)CC1Oc2ccccc2NC1=O (stereo not given)	13	-1
CCc1ccc2oc(-c3cc(N)ccc3Cl)nc2c1	0	-5
Cc1ccc(CNC(=O)C2CCC(=O)N(CCc3cccc(F)c3)C2)s1 (stereo not given)	-19	2
CSc1cccc(CN2CCCC(CNC(=O)c3ccco3)C2)c1 (stereo not given)	2	3
O=C1CCN(Cc2ccccc2)CCN1[C@H](CO)c1ccccc1	-4	2
Cc1ccc(CNC(=O)COC(=O)COc2ccc(C#N)cc2)cc1	20	7
Oc1c(Cl)cc(Cl)cc1CNc1ccc(Br)cn1	0	-2
COC(=O)c1sc(NC(=O)c2ccc([N+](=O)[O-])o2)c(C#N)c1C	43	-6
Cc1cc2occ(CC(=O)N(CC(C)C)c3c(N)n(Cc4ccccc4)c(=O)[nH]c3=O)c2cc1C	-7	-3
COC(=O)c1cccc(Cn2nc(C)c([N+](=O)[O-])c2C)c1	5	3
OCCN1CCN(C2Cc3cc(Cl)ccc3Sc3ccc(Cl)cc32)CC1 (stereo not given) (tested in a mixture with another compound)	-10	19
COc1cccc(Oc2coc3cc(OC(=O)N4CCOCC4)ccc3c2=O)c1	-2	-7
O=C(O)c1ccccc1C(=O)Nc1ccc(Nc2ccccc2)cc1	13	-1
Cc1ccccc1-c1ccc(=O)n(CC(=O)Nc2ccc(S(=O)(=O)N(C)C)cc2)n1	-6	-3
COC(=O)C[C@H](NC(=O)Cn1cc(C)c(=O)[nH]c1=O)C(=O)OC	1	-15
COc1c(F)c(F)c(C(=O)Nc2ccc(-c3nc4ccccc4[nH]3)cc2)c(F)c1F	4	-6
COc1ccc(S(=O)(=O)NNC(=O)C23CC4CC(CC(C4)C2)C3)cc1	9	3
C=CCOc1ccc(CNC(C)(C)CO)cc1OCC	-14	5
CCOC(=O)N1CCN(C(=O)C2CCN(S(=O)(=O)c3ccc(Cl)cc3)CC2)CC1	11	4
CC(C)N1C(=O)/C(=C/c2nc3ccccc3c(=O)n2-c2ccccc2)c2ccccc21	-18	6
Cc1ccc(S(=O)(=O)N2CCN(C(=O)COC(=O)Cc3ccc(Cl)cc3)CC2)c(C)c1	-2	-6
Cc1ccc(CNC(=O)Cn2nnc3ccccc3c2=O)cc1	-6	-1

Structures from the list above that have a CF3 group, in the order listed:
SMILES	TAG inh	TAG inh DAPI viability
FC(F)(F)c1cc(-c2ccccn2)nc2cc(-c3ccccc3)nn12	19	5
O=C(CCc1nnc(COc2ccccc2)o1)NCc1ccccc1C(F)(F)F	-1	-4
Cn1c(SCC(=O)Nc2ccccc2[N+](=O)[O-])nnc1C(F)(F)F	6	2

Assay outcomes as filed in PubChem BioAssay.
